MC4R antag cAMP: blocks human MC4R cAMP signaling; P32245; MC4R-expressing cells, MTII-stimulated cAMP, LANCE TR-FRET; inhibition, % at 6.5 µM; 360,000 compounds, 0.48% hits; AID 540295;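 active = inhibition above its plate's cutoff, the mean of tested wells on that plate plus 3 SD, cut at about 29% in these data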;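 also: 0% = Melanotan II alone and 100% = Melanotan II plus saturating MCL0020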
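System: U2OS-MC4R stable cell line; Technique: Eu-cAMP/anti-cAMP TR-FRET, emission 671 nm; Repeats: single well per compound; Also added: Melanotan II; Dosing: one concentration, 6.5 µM nominal; Schedule: 30-min compound, 1-h challenge, 1-h detection, room temperature.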
Vif imaging: blocks HIV Vif function. HEK293T cells, Vif self-association by quenched fluorescence, imaging, 24 h. inhibition, % at 7.49 µM. 340,000 compounds, 0.35% hits. AID 602346; in the data active = inhibition above about 50%, passing the limit was not always enough; also: some results filed as inactive read as strong as hits
ABCB6 inh 2: blocks the human ABCB6 transporter; fluorescence ratio to DMSO, % at 10 µM; K562-ABCB6 porphyrin accumulation, flow cytometry, 1 h; hits give low values; AID 602162; Q9NP58; 360,000 compounds, 0.19% hits;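 active = fluorescence ratio to DMSO below 75%, the collection mean minus 3 SD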;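 also: signal is porphyrin accumulated inside mitochondria; 100% equals median channel fluorescence of DMSO control wells; lower ratio means ABCB6 inhibition with less porphyrin fluorescence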
Target sequence (Q9NP58 whole entry, looked up): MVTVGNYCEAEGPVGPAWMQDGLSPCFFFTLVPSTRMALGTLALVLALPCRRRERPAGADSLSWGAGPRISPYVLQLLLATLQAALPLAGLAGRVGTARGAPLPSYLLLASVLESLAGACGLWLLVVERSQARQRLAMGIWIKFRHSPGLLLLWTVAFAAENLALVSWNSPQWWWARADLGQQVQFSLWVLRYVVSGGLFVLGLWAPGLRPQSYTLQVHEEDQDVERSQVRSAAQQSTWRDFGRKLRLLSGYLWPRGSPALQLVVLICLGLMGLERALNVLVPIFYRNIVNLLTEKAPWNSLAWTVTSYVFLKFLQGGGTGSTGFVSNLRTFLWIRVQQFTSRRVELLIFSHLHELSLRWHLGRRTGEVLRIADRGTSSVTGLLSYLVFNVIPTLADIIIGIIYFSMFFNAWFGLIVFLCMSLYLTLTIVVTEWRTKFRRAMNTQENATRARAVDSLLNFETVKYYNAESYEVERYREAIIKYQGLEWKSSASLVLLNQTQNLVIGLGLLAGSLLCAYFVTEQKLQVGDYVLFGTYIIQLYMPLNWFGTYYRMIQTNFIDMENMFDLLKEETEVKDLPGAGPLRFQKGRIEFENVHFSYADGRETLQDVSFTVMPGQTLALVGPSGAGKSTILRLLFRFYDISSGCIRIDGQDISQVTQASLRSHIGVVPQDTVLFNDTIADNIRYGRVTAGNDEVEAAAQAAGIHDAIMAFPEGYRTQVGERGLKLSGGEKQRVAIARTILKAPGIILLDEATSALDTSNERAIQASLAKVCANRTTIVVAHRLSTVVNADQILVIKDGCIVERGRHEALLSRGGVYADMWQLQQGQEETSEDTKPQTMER
aDG glyco act: increases alpha dystroglycan glycosylation | 360,000 compounds, 0.22% hits | Pro5-aDG cells, alpha-DG glycosylation AlphaScreen (IIH6); 0% Pro5, 100% B10-LARGE cell signal | activation, % at 10 µM;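 active = activation of at least 8% versus controls, or a plate z-score of at least 8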;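 also: Pro5 are CHO cells carrying HIG-tagged alpha-DG that lacks glycosylation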
Exocytosis inh: lytic granule exocytosis inhibition. 360,000 compounds, 0.66% hits. TALL-104 LAMP-1 surface exposure, flow cytometry; cells stimulated with thapsigargin and PMA. inhibition, % at 10 µM. AID 651702;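 active = inhibition above about 55%, limit read from the data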
NOD2 RIPK2 PPI: NOD2-RIPK2 protein interaction inhibition; O43353; CHO BLA complementation NOD2-RIPK2, CCF4 ratio; inhibition, % at 4.98 µM; 360,000 compounds, 0.38% hits; AID 624267; in the data active = inhibition above about 21%;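 also: 0% = vehicle only and 100% = reference blocker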
ABHD5-PLIN5 inh: blocks binding of human ABHD5 to perilipin-5 | Q00G26+Q8WTS1 | Split G. princeps luciferase complementation, luminescence, 4 h | inhibition, % at 4 µM | 360,000 compounds, 0.78% hits;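 active = inhibition above the mean inhibition across every tested compound plus 3 SD, cut at about 22% in these data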;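 also: 0% = DMSO only wells and the 100% control is not disclosed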
MC4R ag barr: activates human MC4R beta-arrestin recruitment; P32245; U2OS MC4R beta-arrestin complementation, luminescence; percent of melanotan II response, DMSO zero; activation, % at 8.9 µM; 360,000 compounds, 0.98% hits;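 active = activation above a per-plate cutoff, the mean activation of sample wells on that plate plus 3 SD, cut at about 8% in these data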
N-glyco inh: blocks N-linked glycosylation in D54 reporter cells | D54 ERlucT glycosylation luciferase reporter, 24 h; percent of 100 nM tunicamycin response | reporter increase, % at 12.5 µM | 360,000 compounds, 0.23% hits;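 active = mean luciferase reporter signal, scaled so untreated is 0 and the glycosylation-blocking control 100, at or above a set limit in every replicate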;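 also: luciferase carries N-glycosylation sites so blocking glycosylation raises the light; 0% = median of neutral control wells and 100% = median of 100 nM tunicamycin wells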
TLR9-MyD88 inh: TLR9-MyD88 interaction inhibition; AID 504734; CHO BLA complementation TLR9-MyD88, CCF4 FRET ratio; inhibition, % at 4.98 µM; Q9NR96+Q99836; 340,000 compounds, 0.21% hits;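 active = inhibition above the mean over all tested compounds plus 3 SD, cut at about 21% in these data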;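 also: 0% = DMSO only wells and 100% = clavulanate BLA inhibitor control wells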
* hit, by the source's call; . = not tested or not shown.

SMILES	MC4R antag cAMP	Vif imaging	ABCB6 inh 2	aDG glyco act	Exocytosis inh	NOD2 RIPK2 PPI	ABHD5-PLIN5 inh	MC4R ag barr	N-glyco inh	TLR9-MyD88 inh
COc1ccc(N(CC(=O)NCCc2cccc(C)c2)S(=O)(=O)c2c(C)noc2C)cc1	2	0	95	0.0	1	-3	0	-2.5	-2	6
CCN(CC)C(=O)CCn1nc(-c2ccc(C)cc2)c2ccccc2c1=O	3	-1	93	0.1	17	3	8	0.3	-2	-4
CCOC(=O)C1=CCC(c2cccc(Cl)c2)N(S(=O)(=O)c2ccc(C)cc2)C1 (stereo unspecified)	.	5	97	-0.3	2	-8	-7	.	0	.
Cc1cccc(OCC(=O)OC(C)C(=O)Nc2ccc(Cl)cn2)c1 (stereo unspecified)	6	17	100	0.2	4	-2	8	-1.8	-1	-3
COc1ccc(/C=C(/NC(=O)c2ccc(OC)c(OC)c2)C(=O)NCCCn2ccnc2)cc1	-4	24	95	0.1	-2	-3	-5	0.1	1	-6
COc1ccc2cc(C3(C)NC(=O)N(CC(=O)NCc4ccco4)C3=O)ccc2c1 (stereo unspecified)	-2	-8	87	0.1	1	1	6	-1.5	1	3
COCCNC(=O)c1ccc2c(=O)n(CCCN3CCCC3=O)c(=S)[nH]c2c1	-1	9	97	0.2	0	-10	2	0.1	2	6
C=C(C)Cn1c(-c2cccc([N+](=O)[O-])c2)n[nH]c1=S	1	-6	102	0.2	-6	-13	-2	-1.6	0	0
Cc1ccc(NC(=O)CN(C)c2ccc(S(=O)(=O)N3CCCC3)cn2)cc1	16	-4	96	-0.7	-6	0	5	3.3	0	-2
O=C(Nc1nnc(SCC(=O)N2CCCCC2)s1)c1ccc(F)cc1F	3	11	99	-0.1	-8	-5	-1	-2.2	1	1
C=CCn1c(=O)c2ccccc2n2c(SCC(N)=O)nnc12	0	2	93	0.0	-2	-2	-4	0.2	1	0
CSc1ccc(Cn2nnc(C(=O)NCc3ccccc3)c2N)cc1	11	-2	102	0.0	2	2	-5	0.7	-1	10
Cc1cc(NC(=O)C2CCCN(S(=O)(=O)c3c(C)noc3C)C2)n[nH]1 (stereo unspecified)	-1	1	99	0.2	-2	-12	-1	-2.2	2	-4
Cc1ccccc1NC(=O)Cc1nc(CCl)cs1	24	1	98	-0.3	4	-1	-6	0.6	2	-5
Cn1c(/N=C/c2c(O)ccc3ccccc23)nc2ccccc21	-5	.	109	0.7	20	-3	-17	0.1	-3	-8
Cc1cc(C)c(C(=O)c2ccccc2)c(C)c1	4	2	89	0.1	0	4	-3	0.1	0	2
CC(=O)O/N=C(\N)Cc1ccc(-c2csnn2)cc1	4	-2	94	-0.1	-6	-11	2	-0.9	4	0
CCCCN1C(=O)NC(NC(=O)c2ccco2)(C(F)(F)F)C1=O (stereo unspecified)	0	10	102	-0.1	-2	6	-1	-0.8	2	7
COC(=O)c1ccc(-n2c(C)cc(/C=N/n3cnnc3)c2C)cc1	-9	8	90	-0.1	2	-44	7	1.3	0	2
COc1ccc(N=Nc2nc(-c3ccccc3)c(-c3ccccc3)[nH]2)cc1	28	-5	117	-0.2	4	-1	7	0.3	7	4

3 of the entries above in order of the Vif imaging value, largest number first:
SMILES	MC4R antag cAMP	Vif imaging	ABCB6 inh 2	aDG glyco act	Exocytosis inh	NOD2 RIPK2 PPI	ABHD5-PLIN5 inh	MC4R ag barr	N-glyco inh	TLR9-MyD88 inh
CCCCN1C(=O)NC(NC(=O)c2ccco2)(C(F)(F)F)C1=O (stereo unspecified)	0	10	102	-0.1	-2	6	-1	-0.8	2	7
Cc1ccc(NC(=O)CN(C)c2ccc(S(=O)(=O)N3CCCC3)cn2)cc1	16	-4	96	-0.7	-6	0	5	3.3	0	-2
COc1ccc2cc(C3(C)NC(=O)N(CC(=O)NCc4ccco4)C3=O)ccc2c1 (stereo unspecified)	-2	-8	87	0.1	1	1	6	-1.5	1	3

Further entries.
SMILES	MC4R antag cAMP	Vif imaging	ABCB6 inh 2	aDG glyco act	Exocytosis inh	NOD2 RIPK2 PPI	ABHD5-PLIN5 inh	MC4R ag barr	N-glyco inh	TLR9-MyD88 inh
O=C(COc1ncnc2cc([N+](=O)[O-])ccc12)NC(=O)NC1CCCCC1	4	13	97	0.6	2	-2	-1	1.3	3	-10
CC1=CC(c2ccccc2)n2nc(NC(=O)CCCC(=O)O)nc2N1 (stereo unspecified)	-3	-5	99	0.0	-2	-5	-6	-1.0	4	1
COc1cc(C(C)=O)ccc1COc1ccc(C(=O)OCC(=O)NC(C)(C)C)cc1OC	3	-10	89	0.3	-1	-6	3	-0.3	5	1
Cc1cnc(C(=O)Nc2ccc(S(=O)(=O)NCC(C)C)cc2)cn1	13	1	98	0.7	-1	-4	1	-2.6	-1	1
C/C=C(/C)C(=O)O[C@@H]1[C@H](OC(=O)C=C(C)C)c2c(ccc3ccc(=O)oc23)OC1(C)C	2	2	94	0.2	1	-4	-3	0.9	1	4
CO/N=C/NC(=O)c1c(OC)ccnc1Oc1ccccc1	6	.	92	0.0	-1	0	5	-0.6	1	-2
O=C(CN1CCN(c2ccccn2)CC1)NC1CCCC1	1	7	95	0.0	2	2	-4	-0.7	-1	5
O=C1OC[C@@H]2CCCN2C(=O)[C@@H](CC(=O)N(CCO)Cc2ccccc2)C/C=C\C[C@@H]1Cc1ccc(F)cc1	10	-3	98	-0.4	2	-2	3	1.2	1	-6
Cc1cc(NC(=O)c2cc(CC(C)C)on2)n(-c2ccccc2)n1	2	-4	96	-0.3	6	-4	-8	1.3	0	0
CCOC(=O)CCn1c(=O)c2c(nc(Br)n2Cc2ccccc2)n(C)c1=O	-5	-1	105	0.0	-3	4	-2	-1.7	2	-7
O=C(c1cc(-c2ccc(Cl)c(Cl)c2)on1)N1CCN(c2ccccc2)CC1	-4	0	110	-0.2	2	5	-5	-0.6	1	2
CCOC(=O)C1=CCN(S(=O)(=O)c2ccc(C)cc2)C1c1cccc(Br)c1 (stereo unspecified)	.	7	95	-0.3	8	-3	-4	.	-1	.
C=CCC1Cc2c(Br)cccc2C(CC=C)N1 (stereo unspecified)	13	-3	109	-0.2	7	1	-1	-3.2	0	6
COc1ccc(OCC(O)CN2CCc3ccccc3C2)cc1 (stereo unspecified)	9	0	99	-0.2	-5	-1	7	-0.9	1	-11
CCOC(=O)C1=CCN(S(=O)(=O)c2ccccc2C)C1c1cccc(Br)c1 (stereo unspecified)	.	-13	102	0.0	0	9	4	.	5	.
O=C(O)c1ccc(-n2nc(-c3ccccc3)c3ccccc3c2=O)cc1	8	10	93	0.0	-7	0	-1	-0.2	0	1
COc1ccc(-c2nn[nH]n2)cc1OC	1	13	107	-0.1	-2	-7	1	0.6	1	-4
CCN(c1ccccc1)S(=O)(=O)c1cccc(C(=O)NCc2ccccn2)c1	-5	-4	102	0.2	-1	11	5	-1.8	2	-6
COc1cc2c(cc1NC(=O)COC(=O)[C@@H](NS(=O)(=O)c1ccccc1)C(C)C)oc1ccccc12	22	-15	98	0.5	2	9	1	0.5	-1	-3
CCn1c(SCC(=O)Nc2ccc3c(c2)OCO3)nc2c(c1=O)SC(C)C2 (stereo unspecified)	10	.	96	0.1	11	-11	8	-1.4	1	7
CC1CCCCN1C(=O)Cn1nnc(-c2cccnc2)n1 (stereo unspecified)	-2	-9	97	-0.1	-8	-5	-1	-0.2	1	-1
Cc1ccc(C)c(S(=O)(=O)Nc2ccc(O)c3ccccc23)c1	6	-2	95	4.3*	23	7	-15	-2.2	9	3
Cc1ccc(C(=O)C2=C(O)C(=O)N(CCCN(C)C)C23C(=O)N(C)c2ccccc23)o1 (stereo unspecified)	22	1	103	0.3	0	-7	11	-0.2	1	3

By substructure, the entries above containing a halogen (eleven)
SMILES	MC4R antag cAMP	Vif imaging	ABCB6 inh 2	aDG glyco act	Exocytosis inh	NOD2 RIPK2 PPI	ABHD5-PLIN5 inh	MC4R ag barr	N-glyco inh	TLR9-MyD88 inh
CCOC(=O)C1=CCC(c2cccc(Cl)c2)N(S(=O)(=O)c2ccc(C)cc2)C1 (stereo unspecified)	.	5	97	-0.3	2	-8	-7	.	0	.
Cc1cccc(OCC(=O)OC(C)C(=O)Nc2ccc(Cl)cn2)c1 (stereo unspecified)	6	17	100	0.2	4	-2	8	-1.8	-1	-3
O=C(Nc1nnc(SCC(=O)N2CCCCC2)s1)c1ccc(F)cc1F	3	11	99	-0.1	-8	-5	-1	-2.2	1	1
Cc1ccccc1NC(=O)Cc1nc(CCl)cs1	24	1	98	-0.3	4	-1	-6	0.6	2	-5
CCCCN1C(=O)NC(NC(=O)c2ccco2)(C(F)(F)F)C1=O (stereo unspecified)	0	10	102	-0.1	-2	6	-1	-0.8	2	7
O=C1OC[C@@H]2CCCN2C(=O)[C@@H](CC(=O)N(CCO)Cc2ccccc2)C/C=C\C[C@@H]1Cc1ccc(F)cc1	10	-3	98	-0.4	2	-2	3	1.2	1	-6
CCOC(=O)CCn1c(=O)c2c(nc(Br)n2Cc2ccccc2)n(C)c1=O	-5	-1	105	0.0	-3	4	-2	-1.7	2	-7
O=C(c1cc(-c2ccc(Cl)c(Cl)c2)on1)N1CCN(c2ccccc2)CC1	-4	0	110	-0.2	2	5	-5	-0.6	1	2
CCOC(=O)C1=CCN(S(=O)(=O)c2ccc(C)cc2)C1c1cccc(Br)c1 (stereo unspecified)	.	7	95	-0.3	8	-3	-4	.	-1	.
C=CCC1Cc2c(Br)cccc2C(CC=C)N1 (stereo unspecified)	13	-3	109	-0.2	7	1	-1	-3.2	0	6
CCOC(=O)C1=CCN(S(=O)(=O)c2ccccc2C)C1c1cccc(Br)c1 (stereo unspecified)	.	-13	102	0.0	0	9	4	.	5	.

Compound activity as filed in PubChem.

The list is partial; the hit share may differ from the screen's.
